Compound activity (PubChem BioAssay)
SKN-1 inh: suppressors of acrylamide-induced Pgst-4::GFP reporter in worms, primary screen, SKN-1 inhibitor project, whole organism, uHTS, GFP/RFP fluorescence ratio, strain VP596; actives 0.49% (n = 360,000); C. elegans VP596 Pgst-4::GFP/RFP ratio, 24 h; inhibition, % at 21.8 µM;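 active means interference check ratio from 0.5 to 1.5 plus GFP to RFP signal ratio inhibition reaching or exceeding a fixed threshold, cut at about 30% in these data, passing the limit was not always enough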; further: some compounds called inactive have numbers as strong as hits
SUMO1 PPI mod: modulators of SUMO1 protein-protein interactions, primary screen, biochemical, uHTS; SUMO1 binding to a labelled peptide, TR-FRET, 1 h; inhibition, % at 20 µM; actives 0.33% (n = 360,000); AID 602429, 2012; in the data active means inhibition above about 37%
Target sequence (P63165 whole entry, looked up): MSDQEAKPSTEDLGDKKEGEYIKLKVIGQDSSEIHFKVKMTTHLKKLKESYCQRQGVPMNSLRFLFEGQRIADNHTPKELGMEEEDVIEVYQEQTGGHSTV
Scp-1 inhibitor: Scp-1 phosphatase inhibitors, primary screen, biochemical, colorimetric, uHTS | actives 0.88% (n = 340,000) | Recombinant Scp1, phosphopeptide, malachite green phosphate absorbance | AID 493091, 2011 | inhibition, % at 20 µM;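 active means inhibition above about 50% at 20 µM, limit read from the data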;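 further: plate controls were DMSO wells with enzyme for no effect and wells lacking enzyme for full effect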
Target sequence (Q9GZU7 76-261 limits assumed): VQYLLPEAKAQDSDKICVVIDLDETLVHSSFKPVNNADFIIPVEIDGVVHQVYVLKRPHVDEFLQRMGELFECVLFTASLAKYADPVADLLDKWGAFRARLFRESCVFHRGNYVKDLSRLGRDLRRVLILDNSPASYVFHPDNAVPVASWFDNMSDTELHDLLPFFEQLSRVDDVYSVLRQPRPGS
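Assay system: SCP-1 catalytic fragment, aa 76-261 | Buffer or medium: Tris acetate buffer pH 5.5 with MgCl2 and Tween-20 | Compound: One concentration, 20 µM, with 1.0% DMSO | Also added: Phospho 17-mer peptide substrate | Signal: Absorbance at 630 nm | Incubation: 45 min enzyme reaction at room temperature | Measure: % inhibition of SCP-1 phosphate liberation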
Neddylation inh: inhibitors of cullin neddylation, primary screen, biochemical, TR-FRET, uHTS, NAE and Ubc12. NEDD8-conjugating enzyme Ubc12 (Homo sapiens) + NEDD8-activating enzyme E1 regulatory …. AID 651699, 2012. calls only at 25 µM. actives 0.58% (n = 360,000); in the data active means inhibition above about 36%
Target sequence (P61081 whole entry, looked up): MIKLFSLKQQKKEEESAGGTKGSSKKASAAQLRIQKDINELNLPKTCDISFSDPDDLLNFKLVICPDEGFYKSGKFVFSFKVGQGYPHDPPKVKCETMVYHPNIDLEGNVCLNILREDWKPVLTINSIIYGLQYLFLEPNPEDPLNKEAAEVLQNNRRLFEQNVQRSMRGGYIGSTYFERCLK
Target sequence (Q13564 whole entry, looked up): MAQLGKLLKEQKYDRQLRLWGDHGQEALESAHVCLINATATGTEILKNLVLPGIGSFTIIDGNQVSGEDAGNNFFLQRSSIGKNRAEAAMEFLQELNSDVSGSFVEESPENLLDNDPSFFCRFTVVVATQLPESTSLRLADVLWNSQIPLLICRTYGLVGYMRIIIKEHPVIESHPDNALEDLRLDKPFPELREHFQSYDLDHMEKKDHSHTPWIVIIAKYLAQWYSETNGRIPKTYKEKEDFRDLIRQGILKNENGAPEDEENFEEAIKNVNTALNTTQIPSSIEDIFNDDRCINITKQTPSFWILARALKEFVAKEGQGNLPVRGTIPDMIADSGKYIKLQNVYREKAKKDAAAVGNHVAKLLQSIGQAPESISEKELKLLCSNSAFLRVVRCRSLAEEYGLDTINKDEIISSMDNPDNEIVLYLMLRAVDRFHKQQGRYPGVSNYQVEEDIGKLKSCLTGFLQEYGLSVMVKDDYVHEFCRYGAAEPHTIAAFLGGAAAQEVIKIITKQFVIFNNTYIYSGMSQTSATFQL
LMPTP block: LMPTP phosphatase inhibitors, primary screen, biochemical, fluorescence intensity, uHTS | recombinant LMPTP-A, OMFP fluorogenic substrate | inhibition, % at 20 µM | actives 0.22% (n = 360,000) | AID 651560, 2012;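 active means compounds that cut the enzyme signal by at least half of the control window in the single-dose screen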;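 further: plate controls were DMSO wells with enzyme plus substrate for no effect and substrate without enzyme for full effect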
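test system = LMPTP-A | amount = 0.625 nM LMPTP-A final | reagent = fluorogenic phosphatase substrate OMFP at 400 µM final | incubation = 50 min at room temperature | benchmarks = no-enzyme low control, uninhibited high control | medium = Bis-Tris pH 6.0, DTT, detergent | signal = fluorescence intensity of OMFP turnover product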
CendR NRP1 mod: modulators of CendR peptide binding to NRP-1, primary screen, biochemical, fluorescence polarization, uHTS; Neuropilin-1 (Homo sapiens), O14786; FAM-RPARPAR peptide binding to NRP-1; inhibition, % at 25 µM; actives 0.85% (n = 360,000); AID 602438, 2012;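 active means inhibition or corrected inhibition above about 18%, plus a signal ratio from 0.5 to 1.5, limit read from the data, passing the limit was not always enough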; further: strong numbers were not always called active
Tb MetRS inh: T. brucei MetRS inhibitors, primary screen, biochemical, luminescence. inhibition, % at 11.9 µM. purified T. brucei MetRS, ATP depletion, Kinase-Glo luminescence. methionyl-tRNA synthetase (Trypanosoma brucei brucei). actives 0.4% (n = 360,000);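 active means inhibition above a per-plate cutoff of the control wells' mean inhibition plus 3 SD, cut at about 5.5% in these data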;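 further: 0% = DMSO wells median and 100% = median of wells with control inhibitor compound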
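Material: parasite MetRS enzyme / Replication: singlicate, one well per compound / Signal: luminescence of leftover ATP / Schedule: 2 h aminoacylation at 25 °C after 15 min preincubation / Medium: HEPES-MgCl2-KCl buffer plus DTT, spermine, BSA, pyrophosphatase / Doses: 11.9 µM single point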
STEP block: STEP phosphatase inhibitors, primary screen, biochemical, fluorescence intensity, uHTS; inhibition, % at 20 µM; Tyrosine-protein phosphatase non-receptor type 5 (Homo sapiens), P54829; actives 0.25% (n = 360,000); recombinant STEP, OMFP fluorogenic substrate;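 active means inhibition at 20 µM, scaled per plate between control wells, above about 37%, limit read from the data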;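 further: 0% = DMSO with enzyme and substrate and 100% = substrate only without enzyme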
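Assay system: isolated STEP enzyme. Buffer or medium: pH 6.0 Bis-Tris with DTT and Tween 20. Also added: fluorogenic phosphatase substrate OMFP at 25 µM final. Dosing: 20 µM, 1% DMSO. Timing: 20 min reaction, room temperature, in the dark. Measured by: fluorescence intensity, excitation 480 nm, emission 540 nm. Evaluation: normalized % inhibition.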
DNMT1 inh: human DNMT1 methyltransferase inhibitors, primary screen, biochemical, molecular beacon, fluorescence, HinP1I cleavage, uHTS; DNA (cytosine-5)-methyltransferase 1 (Homo sapiens), P26358; inhibition (reported as % activation of signal), % at 10 µM; actives 0.83% (n = 360,000); in the data active means inhibition above about 50%
NadD block: inhibitors of S. aureus NadD, primary screen, biochemical, colorimetric, uHTS; Nicotinate-nucleotide adenylyltransferase NadD (Staphylococcus aureus N315); purified NadD enzyme, colorimetric absorbance read-out; inhibition, % at 20 µM; actives 0.78% (n = 360,000); AID 602399, 2012; in the data active means inhibition above about 26%; further: some compounds past the cut are filed as inactive
Numbers without * were called inactive; i = inactive; · = not tested or not shown.

SMILES | SKN-1 inh | SUMO1 PPI mod | Scp-1 inhibitor | Neddylation inh | LMPTP block | CendR NRP1 mod | Tb MetRS inh | STEP block | DNMT1 inh | NadD block
CC(C)Cn1c(SCC(=O)c2c(N)n(C)c(=O)n(C)c2=O)nc2ccccc21 | 20 | -2 | -11 | i | -1.1 | -7 | -0.7 | 4 | -3 | 5
COC(=O)C1=C(C(=O)OC)[C@]2([C@H]3CCCCN[C@@H](Cc4ccccc4)C(=O)N3Cc3ccccc3)C=C[C@H]1O2 | -21 | 3 | 1 | i | 3.6 | 9 | 0.7 | 4 | 1 | 10
CC(Oc1ccc(F)cc1)C(=O)Nc1ccccc1N1CCCCC1 (centres undefined) | 4 | 0 | -15 | i | 5.1 | 2 | 0.2 | 4 | 5 | 13
CCOC(=O)C1CCCN(C(=O)COc2ccc(C(=O)c3ccccc3)cc2)C1 (centres undefined) | 6 | -3 | -5 | i | 0.5 | -12 | 0.3 | -3 | 0 | 1
O=C(Nc1ccc2c(c1)OCCO2)C(CCc1ccccc1)N(Cc1ccccc1)Cc1ccccc1 (centres undefined) | 11 | 2 | · | i | 3.8 | 1 | 0.1 | 3 | -1 | 3
Cc1cc(C)c(C#N)c(OCC(=O)c2ccccc2)n1 | 8 | -4 | -10 | i | 1.1 | 11 | 0.0 | -2 | 0 | -5
COCCNC(=S)N(CCc1c(C)[nH]c2ccc(F)cc12)Cc1ccc(C)cc1 | 2 | -5 | -15 | i | 3.8 | 11 | -0.4 | -1 | -4 | -9
Cc1cc(C)c(S(=O)(=O)/N=C2\C=C(NS(=O)(=O)c3ccccc3)C(=O)c3ccccc32)c(C)c1 | 13 | -4 | -10 | i | 1.9 | 28* | -0.5 | 2 | -28 | 30*
FC(F)C(F)(F)Oc1cccc(Nc2nccn3c(-c4ccc5ccccc5c4)cnc23)c1 | 11 | 3 | · | · | 0.5 | -32 | -0.3 | -2 | -9 | 1
CCCC(C(=O)NC1CCCCC1)N(CC1CCCO1)C(=O)CNS(=O)(=O)c1ccc(F)cc1 (centres undefined) | 9 | -2 | -1 | i | -1.6 | 5 | -0.3 | 1 | 1 | 4
Cc1c(C(=O)Nc2nnc(C3CC3)s2)oc2ccccc12 | 9 | -8 | 2 | i | -0.2 | -6 | -0.5 | -2 | 1 | 0
Cc1cccc2cc(CN(Cc3nnnn3Cc3ccco3)C3CCCC3)c3nnnn3c12 | -1 | -1 | 3 | i | 3.2 | -12 | -0.9 | 3 | -3 | -11
CN(Cc1ccccc1)S(=O)(=O)c1ccc2c(c1)n(C)c(=O)n2C | -32 | 1 | 5 | i | 1.0 | -3 | -1.5 | 1 | -3 | -9
CC(C)CCn1c(NCCc2ccccc2)nc2c1c(=O)n(C)c(=O)n2C | -5 | 7 | -9 | i | -1.5 | 8 | 0.3 | -3 | -2 | -3
Cc1cccc(C)c1NC(=O)COC(=O)Cc1ccsc1 | -1 | 2 | -3 | i | -2.8 | 0 | -1.0 | -3 | -3 | -1

Three compounds from above, arranged by formula weight, descending.
SMILES | SKN-1 inh | SUMO1 PPI mod | Scp-1 inhibitor | Neddylation inh | LMPTP block | CendR NRP1 mod | Tb MetRS inh | STEP block | DNMT1 inh | NadD block
Cc1cccc2cc(CN(Cc3nnnn3Cc3ccco3)C3CCCC3)c3nnnn3c12 | -1 | -1 | 3 | i | 3.2 | -12 | -0.9 | 3 | -3 | -11
CC(C)Cn1c(SCC(=O)c2c(N)n(C)c(=O)n(C)c2=O)nc2ccccc21 | 20 | -2 | -11 | i | -1.1 | -7 | -0.7 | 4 | -3 | 5
Cc1c(C(=O)Nc2nnc(C3CC3)s2)oc2ccccc12 | 9 | -8 | 2 | i | -0.2 | -6 | -0.5 | -2 | 1 | 0

Additional records.
SMILES | SKN-1 inh | SUMO1 PPI mod | Scp-1 inhibitor | Neddylation inh | LMPTP block | CendR NRP1 mod | Tb MetRS inh | STEP block | DNMT1 inh | NadD block
O=C(CN1CCN(CC(=O)Nc2ccccc2C(F)(F)F)CC1)Nc1ccccc1F | -2 | -1 | -7 | i | 0.7 | 8 | -1.1 | 1 | -6 | 7
Cc1cc(OCC(=O)Nc2cccnc2)c2c(C)cc(=O)oc2c1 | 4 | 15 | -7 | · | 0.4 | -13 | 0.6 | 1 | 6 | -6
COc1ccc(CC(=O)Nc2ccc(S(=O)(=O)Nc3cc(C)on3)cc2)cc1OC | -13 | 6 | -2 | i | -0.3 | -4 | -1.4 | -20 | 2 | -5
CN1CN=C(NS(=O)(=O)c2ccc([N+](=O)[O-])cc2)NC1 | -2 | -25 | -8 | i | 0.3 | 8 | -0.3 | 5 | -1 | -12
O=C(CSCc1cc(=O)n2nc(C3CC3)sc2n1)Nc1ccccc1Cl | 12 | 0 | -5 | i | -1.5 | 1 | 0.1 | 0 | 0 | -1
CC1(C)CC(CC(=O)Nc2ccccc2[N+](=O)[O-])C(=O)O1 (centres undefined) | -7 | -19 | -5 | i | -1.1 | -8 | -0.2 | -2 | 1 | -3
CC(C)n1cnc2cc(NCc3ccccn3)ccc21 | 14 | -4 | -11 | i | -0.2 | -6 | -0.7 | -5 | -4 | -1
COCCN(C(=S)Nc1cc(C)cc(C)c1)C(C)c1cccs1 (centres undefined) | -4 | -2 | -2 | i | 0.0 | 3 | -0.8 | 0 | 0 | -6
CC(=O)NC(NC(=S)Nc1c(C)n(C)n(-c2ccccc2)c1=O)C(Cl)(Cl)Cl (centres undefined) | -1 | 4 | -6 | i | 0.4 | 5 | -0.2 | 0 | -1 | 2
CCn1c(COc2ccc(C)cc2)nnc1SCC(=O)Nc1ccc2c(c1)OCCO2 | 12 | -4 | -13 | i | -0.2 | 2 | -0.2 | 1 | 0 | -1
COc1cccc(/C=N/n2cnc3c(cnn3-c3ccccc3)c2=O)c1 | 7 | 6 | -5 | i | 1.7 | 10 | 0.2 | 4 | 1 | -4
CCOC(=O)c1ccc(Nc2nc(N3CCOCC3)nc(N3CCOCC3)n2)cc1 | 24 | 1 | -4 | i | 1.5 | 1 | -0.4 | -3 | -2 | -3
Cc1ccccc1-c1noc(-c2cccs2)n1 | 88* | 12 | -22 | i | 2.7 | -8 | 0.2 | 1 | 2 | -3
O=C(NCc1cccnc1)Nc1cccc(C(F)(F)F)c1 | -6 | -8 | 0 | i | 0.6 | -7 | 0.2 | 1 | 4 | -1
CCCc1cc(CN(C)C(=O)CC2C(=O)NCCN2Cc2ccccc2C)[nH]n1 (centres undefined) | -3 | 4 | -13 | i | -1.9 | -3 | -0.2 | 2 | -4 | -3
CS(=O)(=O)c1ccc2nc(NC(=O)c3ccc(NS(=O)(=O)c4cccc([N+](=O)[O-])c4)cc3)sc2c1 | 4 | 4 | 6 | i | 15 | 4 | 0.0 | -3 | -3 | 14
CC1CCN(S(=O)(=O)c2ccc(C(=O)N3CCCC3C(=O)O)cc2)CC1 (centres undefined) | 9 | 3 | 1 | i | -0.8 | 2 | -0.3 | -4 | 1 | 1
CC(C)CC(COCc1ccc(Cl)cc1)N1CCN(C(=O)c2ccc(Cl)cc2Cl)CCC1=O (centres undefined) | 15 | 1 | -11 | i | 2.2 | 11 | -0.3 | 3 | -1 | 0
COc1ccc(CCNS(=O)(=O)c2ccc(Br)cc2)cc1OC | -1 | 0 | -1 | i | -2.1 | -3 | -2.3 | -1 | 1 | -3
COc1ccc(Cl)cc1S(=O)(=O)Nc1ccc2c(c1)n(C)c(=O)n2C | 14 | -1 | -1 | i | 0.2 | 16 | 0.2 | 2 | -2 | 7
O=C(COc1ccccc1)c1ccccc1 | -1 | -3 | -4 | i | -2.3 | 21 | -0.3 | 2 | 4 | 1
CNc1ccc(C=C2C=Cc3ccccc32)cc1 | 82* | -25 | -3 | i | 3.3 | -8 | -0.2 | -2 | -12 | -1
O=C(NCc1csc(-c2cccs2)n1)C1CC1 | 4 | -8 | 0 | i | -0.3 | -14 | -0.4 | -1 | 5 | -2
O=C(CN1CCN(CC(=O)Nc2ccc(Cl)cc2)CC1)Nc1ccc(F)cc1 | 0 | -2 | -3 | i | -1.7 | 17 | -1.6 | -1 | 2 | -6
Cc1ccccc1NCc1ccc(O)c2ncccc12 | -4 | -10 | -4 | i | 3.7 | -10 | 0.7 | 0 | 1 | 12
Cc1ccccc1NS(=O)(=O)c1ccc2c(c1)n(C)c(=O)n2C | 12 | 1 | -8 | i | -0.9 | 4 | 0.6 | 0 | 3 | -2
Cc1ccc(N(CC(=O)N/N=C/c2ccc(OCC(N)=O)cc2)S(C)(=O)=O)cc1Cl | -17 | -3 | -3 | i | -0.9 | -8 | -0.6 | 5 | -4 | 3
CC[C@H](C)[C@H]1CNC(=O)C(=O)N1CC1CCN(CCc2ccc(Cl)c(Cl)c2)CC1 | 6 | -4 | -5 | i | 0.2 | 0 | -1.2 | -1 | 6 | 4
Cn1nc(C(C)(C)C)cc1C(=O)N1CCCCC1c1cc(C(=O)Nc2ccccc2)no1 (centres undefined) | -5 | 2 | · | i | 0.6 | -8 | 0.2 | -1 | 4 | -1
O=C(Nc1ccc(F)cc1)OCCOc1ccc([N+](=O)[O-])cc1 | -39 | -17 | -11 | i | -0.1 | 11 | -0.8 | 1 | -2 | -4
Cc1c(C#N)c(N=CN(C)C)c(C(=O)c2ccc(Br)cc2)n1-c1ccccc1 | 14 | -5 | -5 | i | -0.2 | -11 | 1.1 | 3 | 1 | 11
COc1ccc(CNCCC(c2ccc(F)cc2)c2ccc(OC)cc2)cc1 (centres undefined) | 0 | 1 | 13 | i | 1.2 | -8 | 0.4 | 0 | 2 | -3
CCCCn1c(SCC(=O)N2CC(C)CC(C)C2)nc2cc(S(N)(=O)=O)ccc21 (centres undefined) | 13 | -3 | 2 | i | -0.4 | -4 | 0.1 | 1 | 0 | 5
C/C(N)=C(/C#N)C(=O)CSc1nc2ccccc2[nH]1 | -16 | 9 | 69* | i | 12 | -11 | -1.3 | 9 | 45 | -6
CCOc1ccccc1N(CC(=O)Nc1ccc2c(c1)OCCO2)S(C)(=O)=O | 11 | 0 | -5 | i | -0.1 | -3 | -0.2 | -2 | 1 | 4
